ARFGAP1 inh – rat ARFGAP1 inhibition; Q62848; Arfgap1-stimulated ARF1 GTP hydrolysis, GDP FP detection; inhibition, % at 16.5 µM; actives 0.26% (n = 360,000);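 active means inhibition above a per-plate limit, mean inhibition of low control wells plus 3 SD, cut at about 25% in these data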;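 further: 0% = DMSO wells with enzyme and 100% = wells lacking Arfgap1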
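system = rat Arfgap1 catalytic domain, aa 1-136 | technique = FP, GDP Alexa 633 tracer displaced from anti-GDP antibody, 620/688 nm | compound = one concentration, 16.5 µM, DMSO 1.26% | medium = HEPES-based buffer, pH 7.5 | timing = compound-enzyme preincubation 20 min, reaction 120 min, detection 60 min, 25 °C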
SMARCA2 activ – increases SMARCA2 function in MMTV reporter cells; MG213 cells, MMTV-luciferase reporter, dexamethasone, overnight; activation, % at 9.1 µM; actives 1% (n = 370,000); in the data active means activation above about 7.8%;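 further: 0% = vehicle wells and 100% = reference activator wells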
rCAG RNA binder – molecules binding r(CAG) RNA repeats; r(CAG) RNA repeat, TO-PRO-1 dye displacement fluorescence; inhibition, % at 3 µM; actives 1.3% (n = 370,000);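 active means inhibition above the plate cutoff, the mean of all test compounds on that plate plus 3 SD, cut at about 35% in these data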;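 further: 0% = DMSO alone and 100% = 100 µM mitoxantrone as full dye displacement; higher means more dye released from RNA so lower well fluorescence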
NPR1 activator – GC-A (human) enzyme activation; P16066; actives 0.14% (n = 370,000); activation, % at 10 µM; HEK293 GC-A cells, cGMP TR-FRET, EC30 ANP; 0% at EC30 ANP, 100% saturating ANP; in the data active means activation above about 40%
PG9 binder – small molecules binding HIV-1 gp120 antibody PG9 | TR-FRET gp120-PG9 antibody binding | inhibition, % at 6.7 µM | actives 0.43% (n = 360,000) | AID 624416; in the data active means inhibition above about 8.5%
NPR2 activator – GC-B (human) receptor activation; HEK293-GC-B cells, CNP EC30, cGMP TR-FRET; 0% at EC30 CNP, 100% saturating CNP; activation, % at 10 µM; actives 0.11% (n = 370,000); P20594;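 active means activation at 10 µM reaching about 35% in either raw or pattern-adjusted values, limit read from the data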
Target sequence (P20594 whole entry, looked up): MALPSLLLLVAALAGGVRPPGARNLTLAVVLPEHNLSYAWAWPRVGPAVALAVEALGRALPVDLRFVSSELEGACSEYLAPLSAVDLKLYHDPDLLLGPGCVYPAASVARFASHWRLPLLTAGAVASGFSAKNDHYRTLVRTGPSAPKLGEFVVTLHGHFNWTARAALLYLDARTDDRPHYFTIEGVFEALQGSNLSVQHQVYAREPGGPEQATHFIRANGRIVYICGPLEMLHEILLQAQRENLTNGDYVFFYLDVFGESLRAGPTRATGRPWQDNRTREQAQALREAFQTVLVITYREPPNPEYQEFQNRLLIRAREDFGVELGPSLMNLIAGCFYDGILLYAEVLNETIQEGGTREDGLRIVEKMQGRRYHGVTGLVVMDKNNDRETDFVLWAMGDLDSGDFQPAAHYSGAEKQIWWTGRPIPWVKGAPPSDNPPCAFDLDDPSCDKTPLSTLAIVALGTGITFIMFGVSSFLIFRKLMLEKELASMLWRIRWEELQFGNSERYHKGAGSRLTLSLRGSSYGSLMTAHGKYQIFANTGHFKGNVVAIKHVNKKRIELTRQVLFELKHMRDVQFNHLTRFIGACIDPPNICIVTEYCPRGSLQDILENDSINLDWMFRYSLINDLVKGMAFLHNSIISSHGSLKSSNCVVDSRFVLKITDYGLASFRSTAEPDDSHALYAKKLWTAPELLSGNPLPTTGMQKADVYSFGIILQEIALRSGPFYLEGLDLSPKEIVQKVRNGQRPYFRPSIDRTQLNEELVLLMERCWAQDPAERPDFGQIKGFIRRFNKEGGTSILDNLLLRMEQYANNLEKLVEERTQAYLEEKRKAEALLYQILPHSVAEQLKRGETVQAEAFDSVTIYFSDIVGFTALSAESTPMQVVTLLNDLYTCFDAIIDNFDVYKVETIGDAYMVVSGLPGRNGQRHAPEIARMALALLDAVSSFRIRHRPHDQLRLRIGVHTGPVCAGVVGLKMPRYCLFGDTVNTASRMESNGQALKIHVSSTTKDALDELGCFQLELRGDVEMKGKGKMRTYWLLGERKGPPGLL
HTRA1 inhibitor – inhibitors of human serine peptidase HTRA1 | recombinant HTRA1, FP-rhodamine activity-based probe, fluorescence polarization | inhibition, % at 5.96 µM | actives 0.5% (n = 340,000) | AID 504803; in the data active means inhibition above about 36%;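 further: 0% = enzyme with DMSO and 100% = wells lacking enzyme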
ASAP1 GAP inh – blocks human ASAP1-stimulated Arf1 GTP hydrolysis; Q9ULH1; GDP FP detection; inhibition, % at 16.5 µM; actives 0.19% (n = 360,000); AID 624377; in the data active means inhibition above about 25%;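 further: 0% = vehicle with enzyme and substrate and 100% = no enzyme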
ABHD4 inh – ABHD4 (mouse) inhibition, primary FP screen; purified mABHD4, FP-Rh probe fluorescence polarization; inhibition, % at 8.92 µM; actives 0.54% (n = 370,000); AID 720543;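 active means inhibition exceeding the mean over every tested compound plus 3 SD, cut at about 30% in these data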;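 further: 0% = plate median of compound wells and 100% = S159A mutant with DMSO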
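Test system: mouse ABHD4 enzyme, wild type. Reagent: FP-Rh fluorescent activity-based probe, added after compound pre-incubation. Timing: pre-incubation 45 min, probe exposure 60 min, at 25 °C. Technique: FP readout, ex 525 nm / em 598 nm. Benchmarks: high control S159A mutant with DMSO, low control median of compound wells.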
Rev-erbA mod – Rev-erb alpha (human) modulation | P20393 | AID 1259318 | Rev-erbα–FITC-DNA binding, fluorescence polarization, 90 min | actives 0.79% (n = 370,000) | activity, % at 10 µM;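 active means activity above about 14%, limit read from the data; passing the limit was not always enough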;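 further: 0% = DMSO wells with 35 nM protein and 100% = DMSO wells with 750 nM protein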
* hit, by the source's call; nt = no result given; & = joins results of further samples. These rows are one share of the data (hit frequency here may not be typical).

SMILES	ARFGAP1 inh	SMARCA2 activ	rCAG RNA binder	NPR1 activator	PG9 binder	NPR2 activator	HTRA1 inhibitor	ASAP1 GAP inh	ABHD4 inh	Rev-erbA mod
CCCCCCn1c(N)c(C(=O)NCCN2CCOCC2)c2nc3ccccc3nc21	15	-1	9	28	2.5	36*	-26	2	18	-2
COc1cc(CN2CCN(C(=O)COc3ccccc3)CC2)cc(OC)c1OC	6	0	-10	1	-4.2	2	16	9	10	3
COC(=O)C1=C(c2ccc(F)cc2F)C[C@@H]2CC[C@H]1N2C(=O)NCc1ccco1	-8	2	4	-1	0.7	4	-1	6	5	-1
CCOC(=O)N1CCC(NC(=O)CCc2nc(C3=CCN(C)CC3)no2)CC1	-3&-2	1&1	0&-2	2&4	-2.3&0.8	3&7	7&-3	-21&-2	0&7	2&-2
COC(=O)C1=C(c2ccc(-c3ccccc3)c(F)c2)C[C@@H]2CC[C@H]1N2C(=O)NC(C)C	-1	1	-6	1	2.2	-4	-16	4	-8	-2
Cc1nn(C)cc1/C=C1/CC2C3CC=C4CC(O)CCC4(C)C3CCC2(C)C1=O (stereo unspecified)	6	-3	-4	-5	-1.9	3	-10	3	-4	-1
COc1ccc(CC2=NCCc3cc(OC)c(OC)cc32)cc1OC	7	-1	8	7	1.3	6	nt	18	8	1
C[C@H]1CN([C@@H](C)CO)C(=O)CCCn2nncc2CO[C@@H]1CN(C)C(=O)Oc1ccccc1	4	-5	1	4	2.0	1	-2	4	-9	2
O=c1[nH]c(O)c(/C=C2\C=Nc3ccc(OCc4ccccc4)cc32)c(=O)[nH]1	2	-2	9	10	-0.8	5	-9	-9	-12	-2
CC(C)(C)NC(=O)C1CC2CCCCC2CN1 (stereo unspecified)	4	0	-1	-5	-0.2	-1	-3	6	2	2
COC(=O)c1ccc(CN2CCSC2=N)cc1	0	-2	-3	6	1.4	8	-2	0	5	-4
Cc1nc2ccccc2c(=O)n1-c1ccc(Cl)c(Cl)c1	6	2	-4	1	0.9	5	2	0	-4	0

Sorted by number of heavy atoms (low to high): three of the compounds above
SMILES	ARFGAP1 inh	SMARCA2 activ	rCAG RNA binder	NPR1 activator	PG9 binder	NPR2 activator	HTRA1 inhibitor	ASAP1 GAP inh	ABHD4 inh	Rev-erbA mod
COC(=O)c1ccc(CN2CCSC2=N)cc1	0	-2	-3	6	1.4	8	-2	0	5	-4
COC(=O)C1=C(c2ccc(F)cc2F)C[C@@H]2CC[C@H]1N2C(=O)NCc1ccco1	-8	2	4	-1	0.7	4	-1	6	5	-1
CCCCCCn1c(N)c(C(=O)NCCN2CCOCC2)c2nc3ccccc3nc21	15	-1	9	28	2.5	36*	-26	2	18	-2

New compounds follow:
SMILES	ARFGAP1 inh	SMARCA2 activ	rCAG RNA binder	NPR1 activator	PG9 binder	NPR2 activator	HTRA1 inhibitor	ASAP1 GAP inh	ABHD4 inh	Rev-erbA mod
Cc1cccc(CCNCc2cc3ccc(C)cc3[nH]c2=O)c1	-9	-1	6	-1	0.0	-1	-3	4	4	0
CCOC(=O)c1ccc2c(c1)n(Cc1ccccc1)c(C)[n+]2CC	-6	-4	-2	3	1.2	4	6	-1	3	2
COc1ccccc1N1CCN(Cc2ccccc2F)CC1	3	-2	-3	2	0.0	3	8	-8	4	0
c1ccc2c(c1)CC1CNCc3cccc(c31)S2 (stereo unspecified)	1	-3	3	9	-2.5	7	-3	-2	12	-6
CCOc1cc2c(cc1OCC)-n1cccc1C(c1cc(C)c(OC)cc1C)NC2 (stereo unspecified)	11	-2	0	-30	-0.8	-14	-11	6	15	7
Cc1ccc(Sc2ccc(C=C3C(=O)N(C)C(=O)N(C)C3=O)o2)cc1	-7	-3	3	26	0.1	26	-24	-4	-36	1
COC(=O)C1=C(c2cc3ccccc3s2)C[C@@H]2CC[C@H]1N2C(=O)N1CCCCC1	-11	-1	-8	-5	0.2	-7	-26	-8	0	-4
CC(C)[C@]12CC(=O)[C@H](C)[C@H]1C2	3	0	1	-1	-0.7	-8	5	9	-3	-8
CN1CCc2c(C#N)c(Cl)nc(Cl)c2C1	-10	0	1	2	1.5	-6	-2	-1	-3	0
C=CCN(CC=C)Cc1c[nH]c2ccccc12	-3	1	6	-1	-2.7	-2	nt	17	-14	-3
CCC(=NCCO)c1c(O)n(-c2ccccc2)c(=O)[nH]c1=O	-4	-3	1	6	0.8	-4	9	-5	-2	1
CC(CC(C#N)(c1ccccc1)c1ccccc1)N1CCCCC1 (stereo unspecified)	6	-2	-2	-18	-0.3	-9	-2	-6	-10	-5
CN1CCc2nc3sc(C#N)c(N)c3c(-c3cccs3)c2C1	-4	-4	8	-11	-7.1	-13	28	-11	8	-5
Cc1ccc2c(c1)N(C(=O)CCC(=O)N1CCC3(CC1)OCCO3)CC(C)O2 (stereo unspecified)	-1	-1	-4	0	-1.4	4	-2	2	-1	4
c1cnc(N2CCNCC2)nc1	-3	-6	-1	-3	-2.8	-4	2	8	-7	8
CC(=O)Nc1ccccc1C(=O)OCc1ccccc1F	-8	-5	-2	4	0.5	-1	-2	10	1	-1
Nc1c2c(nc3sc4c(c13)CCCCC4)CCCC2	-3	1	10	6	1.1	-1	-1	-2	2	0
CN1C(=O)C(=Cc2ccc(N3CCOCC3)o2)C(=O)N(C)C1=O	-5	3	-15	-6	-9.0	-6	2	-3	-10	41*
CN1C(=O)C(Cc2ccc(OCc3ccccc3)cc2)C(=O)N(C)C1=O	6	-1	-1	8	-0.4	0	-6	6	-4	-2
COc1ccc(CCNCc2sccc2C)cc1OC	12	1	-2	-4	0.5	-1	3	-4	-5	-1
CCN(C(=O)CN1CC=C(c2ccccc2)CC1)c1c(N)n(Cc2ccccc2)c(=O)[nH]c1=O	10	0	7	3	1.0	6	3	2	8	-2
CC(C)CNC(=O)c1c(N)n(Cc2ccco2)c2nc3ccccc3nc12	3	-4	28	9	0.3	8	-27	-1	0	2
COc1cccc(-c2nn(CCC#N)cc2C(=O)Nc2ccccc2Cl)c1	6	0	-5	-1	1.0	-1	-3	4	4	3
CC(C)(C)C(=O)c1cn(CC(=O)NCc2ccco2)c2ccccc12	6	5	-3	1	-1.0	3	-4	7	-4	4
C[C@]12CCC3C(CCC4=C/C(=N/OCC(=O)NC(CCC(=O)O)C(=O)O)CC[C@@]43C)C1CCC2O (stereo partly specified)	-1	1	11	0	-1.8	4	-4	10	4	5
CN1CC(C(=O)c2ccc([N+](=O)[O-])cc2)C(c2ccc(Cl)cc2)C1 (stereo unspecified)	5	-3	0	-40	0.8	-11	-9	2	0	1
Cc1c(C(=O)N2CCC3(CC2)OCCO3)sc2ncnc(N(C)c3ccccc3)c12	-7	0	-9	0	-0.1	-7	2	9	4	-2
CCN1CCN(c2ccc(N)c(C)c2)CC1	-7	-2	-2	-3	-1.4	2	4	8	6	0
Cc1ccc(-n2c(O)c(C=Nc3ccc(S(N)(=O)=O)cc3)c(=O)[nH]c2=O)cc1	1	-4	-2	6	-3.4	-3	7	-12	-6	0
COc1ccc(CN2CCN(Cc3ccccc3)CC2)c(OC)c1	3	2	-5	4	-3.6	6	3	13	0	-6
COc1ccccc1CNCCc1ccc(F)cc1	11	-4	-2	-14	-0.4	-3	4	7	5	-3
C=CCn1c(O)c(C(C)=NCCC2=CCCCC2)c(=O)[nH]c1=O	-2	-3	-5	4	0.9	8	-7	8	3	-3
Cc1ccc(/C=C2/C(=O)NC(=O)N(CC3CCCO3)C2=O)s1 (stereo unspecified)	6	2	3	24	-1.9	1	10	14	-1	-3
COc1ccc(CC2C(=O)NC(=O)NC2=O)c(OC)c1	-6	1	1	-2	1.1	0	-2	-5	9	-1
CN1CCCC(C(=O)c2ccccc2)C1 (stereo unspecified)	2	-4	-2	0	0.7	8	-10	17	4	-6
Cc1c(Cl)cccc1NC(=S)N1CC2CC(C1)c1cccc(=O)n1C2 (stereo unspecified)	7	0	1	0	-0.4	2	5	12	-2	-5
CC(C)(C)OC(=O)c1c(N)n(Cc2ccco2)c2nc3ccccc3nc12	8	-2	16	8	0.3	0	-10	-1	3	-2
CSc1ccc(C(=O)C2CCCN(Cc3ccn[nH]3)C2)cc1 (stereo unspecified)	2	-1	-1	0	-0.1	1	6	-14	0	1
COc1cccc2c1C(=O)c1c(O)c3c(c(O)c1C2=O)CC(O)(C(C)=NO)CC3OC1CC(N)C(O)C(C)O1 (stereo unspecified)	-10	-7	7	5	-8.6	-5	56*	3	59*	0
N[C@@H](Cc1c[nH]c2ccccc12)c1nnc(SCc2ccc(F)cc2)o1	9	-1	-1	3	-1.2	1	8	8	-1	-1
CC(C)Cn1cc(C(=O)N2CCC3(CC2)OCCO3)c2c3ccccc3n(C)c2c1=O	6	-1	-7	-7	0.2	-13	0	0	9	-6
COc1cc2c(c3oc4cccc(O)c4c(=O)c13)[C@@H]1C=CO[C@@H]1O2	nt	-2	7	1	nt	-6	nt	nt	4	6
COc1cc2c(cc1OC)[C@@]13CCN4CC5=CCO[C@H]6CC(=O)N2[C@H]1[C@H]6[C@H]5C[C@H]43	-3	-4	1	3	1.9	-7	2	1	-10	-3
N#CCCn1cc(C(=O)O)c(-c2cccc([N+](=O)[O-])c2)n1	-8	-2	-1	-4	-1.6	6	-4	-12	2	2
C/C(CC(c1ccccc1)c1c(O)c2ccccc2oc1=O)=N\NC(N)=S (stereo unspecified)	7	-3	-1	0	-1.1	4	1	10	4	0
Cc1ccc2c(c1)N(CCC(=O)N1CCC3(CC1)OCCO3)C(=O)C(C)O2 (stereo unspecified)	-2	-3	-6	-1	0.1	2	1	5	-2	-1
C[N+](C)(C)CC#CCN1CCCC1=O	5	5	2	-5	0.6	-9	0	-4	-9	-5
O=C1NC(=O)N(CCc2ccc(F)cc2)C(=O)/C1=C/c1ccco1	-8	0	74*	20	-1.6	-3	31	0	16	-19
Cc1ccc(S(=O)(=O)N(C)CCCC(=O)N2CCN(c3ccccn3)CC2)cc1	1	-5	-6	-3	1.4	0	0	0	5	2
O=c1cccc2n1CC1CC2CN(Cc2cccc(Cl)c2Cl)C1 (stereo unspecified)	-3	1	-1	-7	-3.3	-1	2	-1	-2	4
O=C([O-])c1ccc(-[n+]2c(-c3ccccc3)cc(-c3ccccc3)cc2-c2ccccc2)cc1	2	1	-4	1	-2.5	2	-23	7	-1	2
O=C1Nc2ccccc2Oc2ccccc21	-5	-2	1	5	-0.4	3	1	7	5	1
CCC(=NCC1CCCO1)c1c(O)n(-c2ccccc2)c(=O)[nH]c1=O (stereo unspecified)	9	0	1	5	1.2	10	-1	7	-1	-3
COc1cc2occc2c2oc(=O)ccc12	11	2	2	0	-0.7	3	2	10	7	-1
COc1cccc(CNCCc2c[nH]c3ccccc23)c1OC	1	0	-2	0	-1.2	-1	7	0	6	2
COc1cc(CNCCc2ccc3c(c2)OCO3)ccc1O	-6	-2	0	-4	-2.3	1	-1	10	-3	3

In another format: 2 of the compounds above
The line under a structure holds: ARFGAP1 inh, SMARCA2 activ, rCAG RNA binder, NPR1 activator, PG9 binder, NPR2 activator, HTRA1 inhibitor, ASAP1 GAP inh, ABHD4 inh, Rev-erbA mod
CCOc1cc2c(cc1OCC)-n1cccc1C(c1cc(C)c(OC)cc1C)NC2 (stereo unspecified)
 : 11, -2, 0, -30, -0.8, -14, -11, 6, 15, 7
Cc1ccc(Sc2ccc(C=C3C(=O)N(C)C(=O)N(C)C3=O)o2)cc1
 : -7, -3, 3, 26, 0.1, 26, -24, -4, -36, 1
